Screening data: PubChem BioAssay, several laboratories
Yfh1-off respiration = enhancers of respiration in Yfh1-depleted yeast, dose response, Friedreich's ataxia, plus single-dose screen (AID 1465). S. cerevisiae Yfh1-off respiration, WST-1 reduction, 72 h; higher fold induction means a stronger effect. fold induction at 50 µM, or EC50 in µM where a hit was titrated. 0.074% of 220,000 active;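 active = fold induction of absorbance versus untreated yeast above a set limit, then at least 30% activation at any dose in follow-up; inconclusive = repeats straddling the limit, or above it without dose testing; inactive = fold induction below the set limit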;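 also: activators that raise dye reduction in frataxin-depleted yeast; strong numbers were not always called active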
AID2073 = inhibitors of Mint1-CaV2.2 protein interaction, biochemical, HTRF (AID 2073); 0.19% of 290,000 active; HTRF protein-protein interaction, Mint1-CaV2.2; higher % means a stronger effect; inhibition, % at 20 µM; hits with a dose series show IC50 in µM; in the data active = inhibition mostly above about 51%, no sharp cut-off; inconclusive = no clear call, values can overlap the other calls; inactive = mostly below about 53%; also: some results filed as inactive read as strong as hits
KOR beta-arrestin-1 = KOR antagonists, beta-arrestin recruitment, cell-based, luminescence, uHTS (AID 1778); KOR beta-arrestin recruitment, luminescence, antagonist mode; higher % means a stronger effect; one-dose inhibition, % at 10 µM; IC50 in µM for titrated hits; 0.091% of 290,000 active; also: strong numbers were not always called active
KOR beta-arrestin-2 = kappa opioid receptor activators – cell-based, luminescence, uHTS, primary screen (AID 1777); activation, % at 10 µM; hits with a dose series show EC50 in µM; 0.02% of 280,000 active; KOR beta-arrestin recruitment, luminescence; higher % means a stronger effect; in the data active = activation above about 50%, passing the limit was not always enough; also: a part of the inactive calls stands beside numbers as strong as those of hits
NOD1 inhibition = inhibition of NOD1-driven NF-kB reporter – cell-based, luminescence, uHTS, primary screen (AID 1578) | NOD1-driven NF-kB luciferase reporter cells, luminescence; higher % means a stronger effect | inhibition, % at 4 µM, or EC50 in µM where a hit was titrated | 1% of 290,000 active; in the data active = inhibition mostly above about 36%, no sharp cut-off; inactive = mostly below about 34%;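 also: HEK-293T reporter cells stimulated with the NOD1 agonist gamma-tri-DAP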
HEK293 NOD2/NF-kB = NOD2 signaling inhibitors, cell-based, luminescence, uHTS, HEK293 (AID 1566) | 0.63% of 290,000 active | one-dose inhibition, % at 4 µM; EC50 in µM for titrated hits | HEK293 NOD2/NF-kB luciferase reporter, luminescence; higher % means a stronger effect; also: many of its hits are not listed in these tables
West Nile antiviral = West Nile virus antiviral activity, cell-based, CPE readout (AID 1621); CPE inhibition, % at 10 µM; hits with a dose series show IC50 in µM; West Nile virus-infected cells, CPE inhibition; higher % means a stronger effect; 0.02% of 290,000 active; in the data active = a potency from the dose series; inconclusive = CPE inhibition mostly from about 3.7% at the one dose, without a potency; inactive = the rest, 99 in 100 with CPE inhibition below about 2.2%; also: strong numbers were not always called active
NS5 inhibitors = Dengue-2 NS5 methyltransferase inhibitors, primary screen, biochemical, confirmation dose response (AID 588689). Dengue-2 NS5 methyltransferase capping enzyme assay, biochemical; higher % means a stronger effect. inhibition, % at 25 µM, or IC50 in µM where a hit was titrated. 0.3% of 340,000 active; in the data active = a potency from the dose series; inconclusive = inhibition above about 29% without an active follow-up result
HIV fusion peptide = cell-free HIV fusion peptide-binding blockers – biochemical, uHTS, fluorescence dequenching, primary screen (AID 1986); cell-free peptide binding, fluorescence dequenching, 30 min; higher % means a stronger effect; inhibition, % at 20 µM; hits with a dose series show IC50 in µM; 0.3% of 290,000 active; in the data active = inhibition mostly above about 52%, no sharp cut-off; inactive = mostly below about 76%; also: some results filed as inactive read as strong as hits
NS5 inhibitors pilot replicate = also measured in NS5 inhibitors; calls as there; inhibition, %; measured here: pilot screen replicate inhibition
Numbers without * were called inactive; i = inactive; ? = inconclusive; · = not tested or not shown; [ ] = another dose, or the depositor's remark. Rule as the data show it, unless noted: active = inhibition above about 50%; inactive = the rest.

SMILES	Yfh1-off respiration	AID2073	KOR beta-arrestin-1	KOR beta-arrestin-2	NOD1 inhibition	HEK293 NOD2/NF-kB	West Nile antiviral	NS5 inhibitors	HIV fusion peptide	others
C[C@@H](C(=O)Nc1cccc(S(=O)(=O)N2CCOCC2)c1)N1C(=O)C2CC=CCC2C1=O (some centres not stated)	i	16%	-2%	0.1%	-25%	-2%	0.0%	-4%	-0.9%
Cc1cccc2cc(CN(CCCN(C)C)C(=S)NCCc3ccccc3)c(=O)[nH]c12	i	-7%	-43%[20 µM]	·	-16%	0%	18%	-4%	-1.2%
CCC(C)NS(=O)(=O)c1ccc(S(=O)(=O)N(CC(=O)Nc2ccccc2)Cc2ccco2)cc1 (configuration not stated)	i	-15%	21%	-2.9%	39%	-3%	·	-9%	-1.5%
COc1ccc(Cl)cc1C(=O)Nc1ccc(NC(C)=O)cc1	i	0%	27%	2.4%	17%	-12%	-0.2%	·	-1.4%
O=C(c1ccc(S(=O)(=O)Cc2ccccc2F)c([N+](=O)[O-])c1)N1CCCC1	i	-4%	3%	-2.5%	10%	25%	0.0%	5%	2.9%
CCN(CC)CCNCc1cc(Br)ccc1OCC(=O)NCc1ccccc1	i	2%	-8%[20 µM]	13%	7%	10%	0.0%	-1%	-0.8%
COc1ccc(C)cc1NC(=O)c1cc(S(=O)(=O)N2CCCC2)cn1C	·	0%	21%[20 µM]	-4.9%	-1%	16%	-0.7%	3%	-1.7%
CCC(=O)NC(NCC1CCCO1)C(Cl)(Cl)Cl (configuration not stated)	i	5%	-12%	2.8%	4%	14%	-0.1%	-6%	0.4%
Cc1cccc(-c2noc(CCCOc3ccc(Cl)cc3Cl)n2)c1	i	-3%	-26%	-6.2%	-9%	6%	-0.5%	-2%	2.2%
COCCNC(=O)CN(c1ccc(C)cc1)S(=O)(=O)c1ccccc1	i	-3%	-8%	-1.1%	-12%	-11%	0.0%	-6%	-1.0%

Quoted from the entries so far for reference:
SMILES	Yfh1-off respiration	AID2073	KOR beta-arrestin-1	KOR beta-arrestin-2	NOD1 inhibition	HEK293 NOD2/NF-kB	West Nile antiviral	NS5 inhibitors	HIV fusion peptide	others
C[C@@H](C(=O)Nc1cccc(S(=O)(=O)N2CCOCC2)c1)N1C(=O)C2CC=CCC2C1=O (some centres not stated)	i	16%	-2%	0.1%	-25%	-2%	0.0%	-4%	-0.9%
Cc1cccc2cc(CN(CCCN(C)C)C(=S)NCCc3ccccc3)c(=O)[nH]c12	i	-7%	-43%[20 µM]	·	-16%	0%	18%	-4%	-1.2%
CCC(C)NS(=O)(=O)c1ccc(S(=O)(=O)N(CC(=O)Nc2ccccc2)Cc2ccco2)cc1 (configuration not stated)	i	-15%	21%	-2.9%	39%	-3%	·	-9%	-1.5%
COc1ccc(Cl)cc1C(=O)Nc1ccc(NC(C)=O)cc1	i	0%	27%	2.4%	17%	-12%	-0.2%	·	-1.4%
O=C(c1ccc(S(=O)(=O)Cc2ccccc2F)c([N+](=O)[O-])c1)N1CCCC1	i	-4%	3%	-2.5%	10%	25%	0.0%	5%	2.9%
CCN(CC)CCNCc1cc(Br)ccc1OCC(=O)NCc1ccccc1	i	2%	-8%[20 µM]	13%	7%	10%	0.0%	-1%	-0.8%
COc1ccc(C)cc1NC(=O)c1cc(S(=O)(=O)N2CCCC2)cn1C	·	0%	21%[20 µM]	-4.9%	-1%	16%	-0.7%	3%	-1.7%

Following part
SMILES	Yfh1-off respiration	AID2073	KOR beta-arrestin-1	KOR beta-arrestin-2	NOD1 inhibition	HEK293 NOD2/NF-kB	West Nile antiviral	NS5 inhibitors	HIV fusion peptide	others
CCOc1ccc(C2CC(c3cccc(OC)c3OC)n3nnnc3N2)cc1Cl (configuration not stated)	i	-4%	6%	1.4%	-11%	5%	-0.4%	-7%	-2.7%
O=c1oc2ccccc2cc1N1CCOCC1	i	4%	3%	3.6%	-15%	-1%	-0.7%	-3%	1.3%
C=CCn1c(CCNC(=O)c2cccs2)nnc1SCC(=O)Nc1cccc(Cl)c1C	i	-2%	-1%	-3.5%	8%	-2%	-1.4%	-2%	-0.2%	NS5 inhibitors pilot replicate=-0.5
COC(=O)c1ccc(OC(=O)c2cccs2)cc1	i	4%	1%	-2.1%	-29%	14%	-0.1%	-4%	-0.2%
COc1ccc(CCNC(=O)c2cnn(-c3ccc(C)c(C)c3)c2NC(=O)c2ccco2)cc1OC	i	4%	6%	-5.4%	-21%	5%	-0.6%	7%	1.6%
O=C(Cc1ccc(-n2c(=O)c3ccccc3n(Cc3ccc(F)cc3)c2=O)cc1)NCC1CCCO1 (configuration not stated)	i	7%	1%	-1.3%	-24%	16%	-0.7%	-5%	-0.2%
O=C(COC(=O)/C=C/c1ccccc1Cl)NC1CCCCCC1	i	-3%	14%	-5.8%	-13%	6%	-0.3%	-9%	13%
COC(=O)c1c(O)c2c([nH]c1=O)CCCC2	i	3%	-18%	-3.0%	10%	3%	0.3%	2%	0.7%
CC(=O)N1CCN(c2ccc(NCc3ccc4c(c3)OCO4)cc2)CC1	?	-14%	25%	-2.6%	0%	2%	-0.1%	-9%	-3.7%
COCCN(C)Cc1nc(C(c2ccccc2)c2ccccc2)no1	·	16%	-2%	2.2%	2%	16%	-1.0%	-9%	1.0%
O=C(NCC(c1cccnc1)N1CCOCC1)c1cccs1 (configuration not stated)	i	0%	28%	-3.7%	-10%	6%	-0.3%	-10%	-0.3%
Cc1cc(C)cc(NC(=S)NC2CC3CCCC(C2)N3C2CCCC2)c1 (configuration not stated)	i	-15%	2%	-0.4%	-31%	19%	-0.2%	-3%	-1.6%

Only part of the results is shown (hit frequency here may not be typical).
